# PvdQ inh – blocks Pseudomonas aeruginosa PvdQ acylase activity; purified PvdQ acylase, fluorescence plate reader; inhibition, % at 10 µM; 340,000 tested, 0.063% active; in the data active = inhibition above about 30%, passing the limit was not always enough;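 note: 0% = vehicle neutral wells and 100% = reference inhibitor wells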
# SR-BI DiI-HDL act – activators of SR-BI mediated HDL lipid uptake; CHO ldlA[mSR-BI] cells, DiI-HDL uptake fluorescence, 3 h; 100 = double the neutral-control signal; activation, % at 12.5 µM; 320,000 tested, 0.096% active;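 active = mean replicate activation of at least 60% and every replicate at or above 60%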;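 note: 0% = median plate neutral-control signal and 100% = twice that signal; values of inactives mirror those of a sister screen read the other way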
#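 Material: SR-BI-overexpressing, LDLR-lacking CHO cells | Dosing: Single compound concentration, delivered by pin transfer | Probe or stimulus: Labelled HDL, 10 µg/mL | Signal: Bottom-read cell fluorescence after medium removal, ex 550/em 595 nm | Schedule: 3 h, 37 °C | Evaluation: HDL uptake via cellular fluorescence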
# RTF Ca sens inh – cardiac RTF calcium desensitization | P19429+P45379 | IANBD-labeled cardiac RTF, Ca2+ fluorescence | inhibition, % at 7.15 µM | 340,000 tested, 0.12% active | AID 493244;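 active = inhibition above the mean inhibition of all tested compounds plus 3 SD, cut at about 17% in these data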;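 note: assay run at fixed EC70 calcium of 1.6 mM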
# PKA-R2B act – activates the human PKA-R2B holoenzyme complex; PKA-R2B holoenzyme dissociation, Cy5-IP20 fluorescence polarization; R2B truncated from residue 108, S112A mutant; 0% DMSO only, 100% 113 µM cGMP; P22694+P31323; activation, % at 11.4 µM; AID 504700; 340,000 tested, 0.079% active;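 active = activation above a cutoff set at the mean over all compounds plus 3 SD, cut at about 18% in these data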;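 note: higher means more holoenzyme dissociation and a rise in polarization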
# Target sequence (P31323 whole entry, looked up, other chains not shown, the tested form may be a part): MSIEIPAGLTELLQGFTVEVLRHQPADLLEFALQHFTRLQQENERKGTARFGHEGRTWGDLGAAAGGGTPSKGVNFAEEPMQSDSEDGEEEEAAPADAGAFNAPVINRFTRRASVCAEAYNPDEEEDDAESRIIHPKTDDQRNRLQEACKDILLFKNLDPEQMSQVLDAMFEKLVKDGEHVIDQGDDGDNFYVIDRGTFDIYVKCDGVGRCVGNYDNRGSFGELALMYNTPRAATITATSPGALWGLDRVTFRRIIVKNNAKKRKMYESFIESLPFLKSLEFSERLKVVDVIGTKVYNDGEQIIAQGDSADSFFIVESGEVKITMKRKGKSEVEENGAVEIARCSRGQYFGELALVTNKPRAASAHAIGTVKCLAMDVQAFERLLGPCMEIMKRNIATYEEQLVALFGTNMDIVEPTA
# Keap1 Nrf2 FP – Keap1-Nrf2 (human) interaction inhibition | Q14145 | Keap1 Kelch-Nrf2 peptide fluorescence polarization, 1536-well | inhibition, % at 9.4 µM | 340,000 tested, 0.15% active; in the data active = inhibition above about 12%;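 note: human Keap1 Kelch domain with fluorescein labeled Nrf2 9mer peptide probe; 0% = neutral control wells and 100% = peptide positive control; higher means more block of Keap1 binding to Nrf2 peptide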
# SR-BI DiI inh – mouse SR-BI HDL lipid transfer inhibition; Q61009; ldlA[mSR-BI] CHO cells, DiI-HDL uptake fluorescence, 3 h; inhibition, % at 12.5 µM; 320,000 tested, 0.96% active; AID 488896;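 active = mean replicate inhibition of at least 70% and a set share of replicates each scoring 70 or more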;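 note: 0% = median of neutral control wells and 100% = median of positive control wells; values of inactives mirror those of a sister screen read the other way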
# LANA DNA inh – blocks KSHV LANA C-terminal domain binding to DNA; MBP-C-LANA/FAM-LBS DNA binding, fluorescence polarization; inhibition, % at 9 µM; 340,000 tested, 0.078% active;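 active = highest replicate inhibition at or above 60% at 9 µM, even if other replicates fall short; inactive = all replicates below 60% inhibition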;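 note: 0% = neutral control wells and 100% = 4 µM acridine orange control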
# NSD2 inh – inhibitors of human histone methyltransferase NSD2. 310,000 tested, 0.54% active. NSD2 peptide methylation, AlphaScreen, 120 min. O96028. inhibition, % at 12.5 µM; in the data active = inhibition above about 50%
# Arr AP2 block – blocks beta-arrestin peptide binding to AP2 adaptin; FITC-arrestin peptide / GST-AP2 beads, flow cytometry; AP2 beta2 appendage carries R879A mutation; inhibition, % at 10 µM; AID 504490; 340,000 tested, 0.31% active;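 active = inhibition above a set limit, near 3 SD of compounds lacking own fluorescence, cut at about 54% in these data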;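 note: plate controls were DMSO wells for no effect and 5 µM unlabelled arrestin peptide for full effect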
#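 System: GST-AP2 R879A bound to glutathione beads, E. coli-expressed. Also added: 50 nM FITC-arrestin peptide. Schedule: compound with beads 12 min RT, then probe 1 h RT. Signal: bead flow cytometry, FITC channel. Read-out basis: percent response.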
# DAGLB inh – diacylglycerol lipase beta (human) inhibition | HEK293T DAGLB membrane lysate, EnzChek fluorogenic substrate | inhibition, % at 5.17 µM | 340,000 tested, 0.059% active | AID 504411; in the data active = inhibition above about 34%;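 note: 0% = enzyme with vehicle and 100% = wells lacking enzyme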
# Target sequence (Q8NCG7 whole entry, looked up): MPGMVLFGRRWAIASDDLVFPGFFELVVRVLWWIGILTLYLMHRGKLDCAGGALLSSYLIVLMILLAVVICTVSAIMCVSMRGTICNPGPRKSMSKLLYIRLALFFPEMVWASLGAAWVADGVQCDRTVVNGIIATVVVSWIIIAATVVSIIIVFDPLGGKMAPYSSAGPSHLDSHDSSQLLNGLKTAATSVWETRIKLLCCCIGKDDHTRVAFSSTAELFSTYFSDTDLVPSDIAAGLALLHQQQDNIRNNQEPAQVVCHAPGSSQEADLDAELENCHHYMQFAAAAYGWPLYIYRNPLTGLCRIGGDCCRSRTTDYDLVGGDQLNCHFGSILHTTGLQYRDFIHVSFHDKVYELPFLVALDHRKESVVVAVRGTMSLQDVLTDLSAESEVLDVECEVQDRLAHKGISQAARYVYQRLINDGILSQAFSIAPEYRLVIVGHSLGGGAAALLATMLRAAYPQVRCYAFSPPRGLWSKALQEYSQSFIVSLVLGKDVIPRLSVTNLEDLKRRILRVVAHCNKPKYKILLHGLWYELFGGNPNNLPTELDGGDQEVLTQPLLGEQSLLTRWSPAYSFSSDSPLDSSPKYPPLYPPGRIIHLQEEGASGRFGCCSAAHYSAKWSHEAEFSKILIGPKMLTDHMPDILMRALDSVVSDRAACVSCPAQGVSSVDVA
# Numbers without * were called inactive; . = not tested or not shown; & = joins results of further samples.
SMILES,PvdQ inh,SR-BI DiI-HDL act,RTF Ca sens inh,PKA-R2B act,Keap1 Nrf2 FP,SR-BI DiI inh,LANA DNA inh,NSD2 inh,Arr AP2 block,DAGLB inh
CCOc1ccccc1N(CC(=O)Nc1ccc(OC)cc1)S(=O)(=O)c1ccccc1,-3,2,-3,-15,-5,-2,-1.7,-1,2,3
CCN(CC)CCn1c(SCC(=O)NCCC2=CCCCC2)nc2c(sc3ccccc32)c1=O,0,-28,-9,-1,-4,28,1.2,-1,42,-2
O=C(CNC(=O)c1ccco1)N/N=C/c1cc(Br)ccc1O,-9,.,-29,1,2,.,0.7,-7,-7,4
Cc1cc(OCC(=O)Nc2ccc(N3CCCC3)cc2)cc(C)c1Cl,-8,-87,6,9,-1,87*,-1.1,1,15,9
O=C(CSc1nnc(C2CC2)n1Cc1ccccc1)NCc1ccccc1,-7,12,5,1,-2,-12,-0.5,0,5,1
Cc1nc(N)c(Cc2ccccc2F)c(N)n1,3,24,-3,-7,1,-24,1.6,1,36,-1
Nc1ccc(-c2nnc(-c3ccc(N)cc3)o2)cc1,-34,2,-3,9,-4,-2,-0.1,0,-8,1
O=S(=O)(Cc1cc(Cl)nc(-c2cccnc2)n1)c1ccccc1,8,8,-12,10,-2,-8,-2.0,-6,15,1
COc1ccc(OCc2cc(C(=O)N3C[C@@H](C)O[C@@H](C)C3)no2)c(Cl)c1,-4,5,-4,3,0,-5,0.5,-2,9,0
Cc1ccc(-n2ncc3c(N4CCC(C(N)=O)CC4)ncnc32)c(C)c1,-1,20,-2,-1,-2,-20,-1.2,0,10,2
COc1ccc(C2C3=C(CCCC3=O)Nc3c(-c4ccccc4)c(C)nn32)cc1 (configuration not stated),-11,-24,-5,-1,-3,24,-1.4,0,-2,3
O=C(N/N=C/c1ccccn1)c1cc(-c2ccc(Cl)s2)[nH]n1,-3,21,-3,-3,-1,-21,0.9,-3,-2,4
COc1ccc(-n2cnc3c(cnn3CCC#N)c2=N)cc1,-5,0,4,-9,-2,0,-0.1,.,3,1
COc1ccc(NC(=O)/C=C/c2ccccc2[N+](=O)[O-])c(OC)c1,-11,-58,-3,2,-6,58,-1.3,4,2,2
COc1ccc(CNC(=O)C(=O)N2CCC3(CC2)OCCN3S(=O)(=O)c2ccc(C)cc2)cc1,-5,10,-10,-3,-2,-10,0.4,0,-12,-2
O=Cc1cc(-c2ccccc2)[nH]c1-c1ccccc1,-17,-40,-9,-9,-5,40,0.6,-1,-3,0
O=C(Nc1ccc(Cl)cc1)C1CCCN1C(=O)NCc1ccccc1 (configuration not stated),8,17,2,0,-1,-17,-0.4,5,38,-2
O=C(O)C(c1ccccc1)C(O)C1CCCC1 (configuration not stated),2,18,0,5,0,-18,0.3,-2,-3,0
Cc1cccc(-c2oc3ccccc3c2C#CCCO)c1,-16,-9,2,-11,-9,9,0.4,.,7,-3
S=C(NCc1ccccc1)NCc1ccco1,6,27,-8,1,-1,-27,-0.4,2,16,-1
CN(C(=O)c1cccc(NC(=O)Cc2ccc(NC(=O)C3CCCN(C(=O)C4CCCC4)C3)cc2)c1)C1CC1 (configuration not stated),-12,-76,-10,10,-3,76*,-1.7,.,8,-1
O=C(O)c1cccc(NC(=O)c2ccc3c(c2)C(=O)N(c2cccc([N+](=O)[O-])c2)C3=O)c1,7,8,-14,-17,2,-8,-0.6,1,29,-2
CN(C)c1nc(OCCNC(=O)COc2ccccc2Cl)nc(N(C)C)n1,8,-17,2,0,-2,17,1.5,1,1,-4
O=C(NCCSCc1ccccc1)c1ccccc1,0,26,-6,-1,0,-26,-0.5,1,4,-7
CCOC(=O)C(CC)Sc1nc2c(c(=O)[nH]c(=O)n2C)n1C/C=C(/C)Cl (configuration not stated),-9,-8,-6,4,-1,8,-0.9,-3,-4,2

# In the list so far, 2 have a nitro group on carbon:
SMILES,PvdQ inh,SR-BI DiI-HDL act,RTF Ca sens inh,PKA-R2B act,Keap1 Nrf2 FP,SR-BI DiI inh,LANA DNA inh,NSD2 inh,Arr AP2 block,DAGLB inh
COc1ccc(NC(=O)/C=C/c2ccccc2[N+](=O)[O-])c(OC)c1,-11,-58,-3,2,-6,58,-1.3,4,2,2
O=C(O)c1cccc(NC(=O)c2ccc3c(c2)C(=O)N(c2cccc([N+](=O)[O-])c2)C3=O)c1,7,8,-14,-17,2,-8,-0.6,1,29,-2

# Remaining list, next part:
SMILES,PvdQ inh,SR-BI DiI-HDL act,RTF Ca sens inh,PKA-R2B act,Keap1 Nrf2 FP,SR-BI DiI inh,LANA DNA inh,NSD2 inh,Arr AP2 block,DAGLB inh
CSc1ccc(-c2c(C#N)c(N)nc3c2c(C)nn3-c2ccccc2)cc1,-9,-26,-4,-9,-6,26,0.6,-1,5,-11
Cc1ccccc1CNC(=O)c1ccccc1C(=O)O,6,5,-4,-1,-5,-5,1.6,-1,-1,6
O=C(CN1CCN(c2ccc(F)cc2)CC1)Nc1ccc2c(c1)OCCO2,-6,13,-4,-19,3,-13,-0.5,21,15,0
Cc1nn2c(C)c(C(=O)Nc3ccccc3)cnc2c1C#N,1,-30,-1,-11,-2,30,0.8,2,10,0
NS(=O)(=O)c1ccc(NC(=O)c2ccccc2C(=O)N2CCCCC2)cc1,-10,-2,-4,-3,-2,2,0.2,-1,1,0
Cc1nc(-c2ccccc2)sc1C1(C)CC(c2c(Cl)cccc2Cl)=NO1 (configuration not stated),-10,-54,-1,-2,-3,54,-0.7,.,-6,-11
Cc1cc(=S)c2ccccc2[nH]1,-1,-10,-5,-3,-2,10,1.2,0,4,-1
CCOC(=O)CSc1nc(N)c(C#N)c(-c2ccc(OCC)cc2)c1C#N,-2,-17,-2,-5,-1,17,0.2,1,10,-1
CCCCc1cc(=O)oc2cc(C)cc(OCC(=O)Nc3ccccn3)c12,6,-32,2,-8,-4,32,0.6,-12,0,0
O=C(/C=C/c1ccc([N+](=O)[O-])cc1)NCCSCc1ccco1,3,-3,2,5,-1,3,-1.2,8,26,-2
Cc1ccc(CNc2oc(-c3ccco3)nc2S(=O)(=O)c2ccccc2)cc1,-7,-8,-2,-7,-8,8,0.4,-3,1,2
O=C(c1cc(COc2ccc(F)cc2F)on1)N1CC2C[C@@H]3CC1C[C@H](C2)C3,-15,-3,-7,9,-1,3,-0.1,-1,1,-6
Cc1cc(Cl)ccc1NC(=S)NCc1cccs1,-7,-12,-42,-6,1,12,2.2,2,9,0
Cc1cc2nc3ccc(N(C)C)cc3nc2cc1N,0,1,-18,-5,3,-1,4.3,17,64*,4
CCCOc1ccc(C(=O)NNC(=S)NC(=O)c2cccs2)cc1,-12,5,2,2,-10,-5,2.1,.,-4,4
CC(=O)Nc1nc(C2CC2)cc(-c2ccccc2)c1C#N,-7,-9,-1,-2,-6,9,-1.0,-1,2,-1
CC(Cn1cnc2ccccc21)C(=O)O (configuration not stated),-11,15,0,-9,0,-15,-0.8,-2,-3,-2
CS(=O)(=O)N(Cc1nc(-c2ccc(F)cc2)no1)c1ccccc1Cl,-5,-39,-6,8,-5,39,-1.1,.,0,-4
Cc1ccc(/C=C2\SC(=S)N(CCC(=O)NNC(=O)c3ccc(O)cc3)C2=O)cc1,-3,-29,-5,2,4,29,1.8,4,-24,3
CCN(CC)S(=O)(=O)c1csc(C(=O)NCc2ccccc2)c1,8,5,1,4,-2,-5,-3.1,.,11,-5
O=C(N/N=C/c1cccc(Br)c1)C1CC(=O)N(c2ccccc2)C1 (configuration not stated),-12,-2,-1,-13,3,2,0.9,2,-5,0
O=c1[nH]c(/C=C2\C=Nc3ccccc32)c(O)n1Cc1ccccc1F,-11,-31,-11,-1,1,31,9.6,-1,21,1
Cc1ccccc1N1CC(C(=O)Nc2nnc(SCCN3CCOCC3)s2)CC1=O (configuration not stated),-13,28,-8,5,1,-28,-3.0,1,-10,2
CCOC(=O)N1CCN(C(=O)COc2cccc3c2CCN(CC)C3=O)CC1,4,3,0,1,2,-3,1.1,-3,8,1
COc1cccc(N2CC(=O)N(NC(=O)CSc3nc(C)cc(C)c3C#N)CC2=O)c1,9,-11,-5,2,0,11,-3.2,-1,19,-2

# (more compounds)
SMILES,PvdQ inh,SR-BI DiI-HDL act,RTF Ca sens inh,PKA-R2B act,Keap1 Nrf2 FP,SR-BI DiI inh,LANA DNA inh,NSD2 inh,Arr AP2 block,DAGLB inh
O=C(O)CSCC(=O)NCc1ccc(Cl)cc1Cl,-9,-1,-7,-2,-3,1,1.1,-2,-2,-1
CCOC(=O)c1nn(-c2ccc(OCC)cc2)c2nc(-c3cccc(OC)c3)c(C#N)c(=O)n12,-7,7,-3,-2,1,-7,-1.0,-3,-2,-21
OCC1(Cc2ccccc2)CCN(Cc2cccc(F)c2F)CC1,0,.,-10,-18,3,.,0.0,-9,10,-3
NC(=O)c1nsc(C(=O)N(CCc2ccccc2)C(C(=O)NC2CCCC2)c2ccco2)c1N (configuration not stated),-8,-5,0,-11,-2,5,1.1,.,0,0
CCOC(=O)N1CCN(C(=O)CN(c2ccc(C)c(C)c2)S(=O)(=O)c2ccccc2)CC1,-15,-15,1,3,-4,15,0.5,4,6,-1
CCC(C(=O)NCc1ccco1)N(C(=O)CNS(=O)(=O)c1ccccc1)c1ccc(OC)cc1 (configuration not stated),5,21,1,8,4,-21,1.7,30,29,1
Cc1cc(CSc2ccccc2)ccc1NC(=O)c1ccc(Cl)c([N+](=O)[O-])c1,-5,-5,-13,6,0,5,1.8,-5,4,-17
COCCCN1C(=O)C(=O)/C(=C(/O)c2ccc3c(c2)CC(C)O3)C1c1cccnc1 (configuration not stated),9&3,3&16,-2,-5,-3,-3&-16,0.3,9,25,3
COc1cccc(C(=O)OCC(=O)NC(C)CCc2ccccc2)c1O (configuration not stated),-5,.,0,-9,-4,.,0.9,1,5,2
CC1(C)OC(=O)C(=NNc2ccc(O)cc2)C(=O)O1,11,4,7,-3,-1,-4,4.9,5,-7,2
Cc1ccc(C)c(-c2csc(NC(=O)c3cnccn3)n2)c1,9,-13,-3,-8,-2,13,2.4,-3,14,-2
CC1=CC(C)(C)N2C(=O)C3(C(C#N)=C(N)Oc4cc(C)oc(=O)c43)c3cc(C)cc1c32 (configuration not stated),3,48,10,9,1,-48,1.4,-1,7,-1
CCCN1C(=O)c2ccc(C(=O)Nc3cc(C)on3)cc2C1=O,1,14,5,3,0,-14,0.5,-1,22,-3
COc1ccccc1CNC(=O)[C@H](C)NC(=O)C1CCN(C(=O)[C@@H](N)C(C)C)CC1,2,16,-3,-1,-4,-16,3.0,.,-4,0
c1ccc(-c2csc(Nc3cccnc3)n2)nc1,-11,20,-10,0,0,-20,1.1,-3,5,1
NS(=O)(=O)c1ccc(NC(=O)/C=C/c2cccc(Cl)c2)cc1,0,-63,6,0,5,63,-1.0,1,11,0
CCN(Cc1nc2cc(OC)c(OC)cc2c(=O)[nH]1)C(=O)c1ccc(S(=O)(=O)N(C)C)cc1,-5,9,-12,-5,-4,-9,-1.2,-6,4,4
O=c1[nH]cnc2cc(-c3ccc(Br)cc3)sc12,-12,19,-2,-6,-2,-19,-1.0,-5,-2,2
